From PubChem
DAGLB inh: blocks human DAGLB lipase activity | Q8NCG7 | AID 504411 | HEK293T DAGLB membrane lysate, EnzChek fluorogenic substrate | inhibition, % at 5.17 µM | 0.059% of 340,000 active; in the data active = inhibition above about 34%;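 note: 0% = enzyme with vehicle and 100% = wells lacking enzyme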
HTR5A ag ctr: counter-screen for OPRM1-OPRD1 agonists: human HTR5A agonism; HTR5A agonist assay, luminescence, cell-based; activation, % at 9.3 µM; 0.61% of 340,000 active; AID 504692; in the data active = activation mostly above about 9.5%, no sharp cut-off; inactive = mostly below about 7.6%;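 note: 0% = cells with vehicle only and 100% = reference agonist; strong numbers were not always called active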
V-ATPase pH: regulators of yeast V-ATPase proton transport; 0.37% of 350,000 active; S. cerevisiae, pHLuorin cytosolic pH fluorescence; response, % at 10 µM; in the data active = response mostly above about 7.3%, no sharp cut-off; inactive = mostly below about 5.4%; note: actives read high; inactives centre near 0; some compounds called inactive have numbers as strong as hits; reference of the scale not given here
HTR5A inv ag: HTR5A inverse agonism, opioid heterodimer counter-screen | P47898 | HTR5A cell line, luminescence | inhibition, % at 9.3 µM | 0.083% of 340,000 active | AID 504634; in the data active = inhibition mostly above about 23%, no sharp cut-off; inactive = mostly below about 18%;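 note: 0% = cells with DMSO and 100% = no-cell wells with DMSO; some compounds called inactive have numbers as strong as hits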
PKA-R1A act: PKA-R1A complex activation. P00514+P68181. PKA-R1A dissociation, Cy5-IP20 fluorescence polarization; scaled: DMSO 0%, 113 µM cGMP 100%. activation, % at 11.4 µM. 0.083% of 340,000 active. AID 504707;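 active = percent activation above the mean of all tested compounds plus 3 SD, cut at about 19% in these data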;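 note: higher means more PKAc released from R1A so a rise in polarization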
Pemphigus Ab inh: human desmoglein-3 autoantibody binding inhibition; AID 588358; binding (percent of control), % at 10 µM; 0.48% of 310,000 active; P32926; DSG3-coupled beads, scFv-anti-DSG3-GFP binding, flow cytometry; active compounds read low;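 active = binding more than 3 SD below its plate's average and above zero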;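 note: hits lower antibody fragment binding to DSG3; some compounds called inactive have numbers as strong as hits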
Target sequence (P32926 whole entry, looked up, the tested form may be a part): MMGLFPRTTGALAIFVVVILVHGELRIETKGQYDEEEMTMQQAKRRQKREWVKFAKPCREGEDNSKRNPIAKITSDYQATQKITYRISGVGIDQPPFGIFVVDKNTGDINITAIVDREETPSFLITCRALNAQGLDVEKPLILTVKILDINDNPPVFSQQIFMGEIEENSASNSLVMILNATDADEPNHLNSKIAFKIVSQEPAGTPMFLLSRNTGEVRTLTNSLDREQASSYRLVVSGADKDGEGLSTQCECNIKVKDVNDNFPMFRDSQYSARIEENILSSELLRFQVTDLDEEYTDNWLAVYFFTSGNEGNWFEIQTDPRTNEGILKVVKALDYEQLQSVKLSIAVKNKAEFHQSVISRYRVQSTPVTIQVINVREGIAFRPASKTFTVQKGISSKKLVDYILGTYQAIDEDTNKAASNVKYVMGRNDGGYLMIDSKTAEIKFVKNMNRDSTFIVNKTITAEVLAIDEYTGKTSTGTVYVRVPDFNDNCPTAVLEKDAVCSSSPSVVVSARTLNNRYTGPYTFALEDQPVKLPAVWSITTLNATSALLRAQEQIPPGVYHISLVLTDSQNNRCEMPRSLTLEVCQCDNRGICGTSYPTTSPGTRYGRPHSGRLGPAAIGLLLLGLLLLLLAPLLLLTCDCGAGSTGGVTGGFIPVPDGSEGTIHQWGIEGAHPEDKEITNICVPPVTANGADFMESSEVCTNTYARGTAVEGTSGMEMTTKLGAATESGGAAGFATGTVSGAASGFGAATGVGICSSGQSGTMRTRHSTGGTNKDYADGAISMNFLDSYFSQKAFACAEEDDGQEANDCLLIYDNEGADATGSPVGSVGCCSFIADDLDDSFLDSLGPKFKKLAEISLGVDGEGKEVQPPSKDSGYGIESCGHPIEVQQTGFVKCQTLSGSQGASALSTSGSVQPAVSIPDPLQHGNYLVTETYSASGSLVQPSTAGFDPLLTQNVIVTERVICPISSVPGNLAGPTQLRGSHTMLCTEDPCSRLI
PKA-R2B activ: PKA-R2B complex activation | P22694+P31323 | PKA-R2B holoenzyme dissociation, Cy5-IP20 fluorescence polarization; R2B truncated from residue 108, S112A mutant; 0% DMSO only, 100% 113 µM cGMP | activation, % at 11.4 µM | 0.079% of 340,000 active | AID 504700;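 active = activation above a cutoff set at the mean over all compounds plus 3 SD, cut at about 18% in these data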;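 note: higher means more holoenzyme dissociation and a rise in polarization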
OPRM1-OPRD1 ag: agonists of human mu-delta opioid receptor heterodimerization; P35372+P41143; cells, OPRM1-OPRD1 heterodimerization, luminescence; AID 504326; 0.3% of 340,000 active; activation, % at 9.3 µM; in the data active = activation above about 18%;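 note: 0% = vehicle-treated cells and 100% = reference agonist; values of inactives mirror those of a sister screen read the other way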
Arrestin-AP2 inh: human beta-arrestin and AP2 interaction inhibition | FITC-arrestin peptide / GST-AP2 beads, flow cytometry; AP2 beta2 appendage carries R879A mutation | inhibition, % at 10 µM | 0.31% of 340,000 active | AID 504490;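 active = inhibition above a set limit, near 3 SD of compounds lacking own fluorescence, cut at about 54% in these data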;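 note: plate controls were DMSO wells for no effect and 5 µM unlabelled arrestin peptide for full effect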
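System: GST-tagged AP2 beta2-adaptin appendage (R879A) on 4 µm glutathione beads / Reagent: FITC-arrestin peptide, 50 nM / Detection: HyperCyt-sampled flow cytometry, FL1 channel, ex 488/em 535 nm / Timing: 12 min plus 1 h, RT / Buffer or medium: PBS plus Tween 20 (0.05%) and BSA (0.1%)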
OPRM1-OPRD1 inv: inverse agonist of human OPRM1-OPRD1 heterodimerization | P35372+P41143 | cell-based MOR-DOR heterodimer luminescence, inverse agonism | inhibition, % at 9.3 µM | 0.21% of 340,000 active; in the data active = inhibition above about 22%, passing the limit was not always enough;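 note: 0% = cells with DMSO and 100% = wells without cells with DMSO; values of inactives mirror those of a sister screen read the other way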
* hit, by the source's call; nt = not tested or not shown.

Each structure is followed by: DAGLB inh | HTR5A ag ctr | V-ATPase pH | HTR5A inv ag | PKA-R1A act | Pemphigus Ab inh | PKA-R2B activ | OPRM1-OPRD1 ag | Arrestin-AP2 inh | OPRM1-OPRD1 inv
- O=C(NCc1ccccn1)C(=O)NCC1OCCN1S(=O)(=O)c1ccc([N+](=O)[O-])cc1 (stereo unspecified)
 : -2 | 1 | -3 | -1 | -10 | 106 | -5 | 0.5 | 45 | -3
- CC(=O)C1=C(C)NC(=O)NC1c1cccc(O)c1 (stereo unspecified)
 : 0 | -3 | 0 | -4 | -10 | nt | -12 | -1.5 | -7 | 8
- CC1(CCOCc2ccccc2)NC(=O)NC1=O (stereo unspecified)
 : 3 | -4 | -3 | 14 | 1 | 92 | -1 | -1.6 | -5 | 9
- CCN(CC)S(=O)(=O)c1cccc(NC(=O)CNc2cccc(S(=O)(=O)N3CCOCC3)c2)c1
 : -1 | -1 | 4 | 2 | 6 | 125 | 9 | 1.0 | -31 | -5
- CCc1ccc(-c2nc(CN3CCC(C(=O)N4CCN(c5ccccc5)CC4)CC3)c(C)o2)cc1
 : 0 | 10 | -2 | -7 | 1 | 114 | -3 | 11 | 3 | -59
- O=C(NCC1CCCO1)c1cccc(Oc2ccc([N+](=O)[O-])cc2)c1 (stereo unspecified)
 : 0 | 5 | 3 | -4 | 7 | 108 | 6 | -1.6 | -5 | 8
- COc1cc(/C=C2\C(=N)N3N=CSC3=NC2=O)ccc1OS(=O)(=O)c1ccccc1
 : 6 | 1 | 2 | 3 | -1 | 113 | -5 | 0.5 | -4 | -2
- O=C(NNC(=S)NC(=O)c1ccccc1Cl)c1cccc([N+](=O)[O-])c1
 : -1 | 10 | -2 | -35 | -8 | 106 | 6 | -2.1 | 31 | 10
- CCCc1cc(C(=O)OCC(=O)N(CCC)c2c(N)n(Cc3ccccc3)c(=O)[nH]c2=O)sc1C
 : 1 | 1 | -1 | 21 | 1 | 103 | 1 | -0.3 | -16 | 2
- COc1ccc(/C=N/NS(=O)(=O)c2ccc(C)cc2)cc1OC(=O)c1ccc(C)cc1
 : -4 | 1 | -1 | -32 | -8 | 113 | -5 | 2.7 | 14 | -12
- O=C(NNS(=O)(=O)c1ccc(F)cc1)c1ccc2c(c1)OCO2
 : 2 | 14 | 2 | -35 | -1 | 111 | 0 | -0.1 | 0 | 0
- O=S(=O)(c1ccccc1)N1CCN=C1SCc1cccc(Cl)c1
 : -5 | 0 | 1 | 0 | -8 | 97 | -12 | -0.5 | 11 | 3
- COc1cc(Cl)c(C)cc1NC(=O)COC(=O)/C=C/c1c(C)nn(C2CCS(=O)(=O)C2)c1Cl (stereo unspecified)
 : -5 | -6 | 6 | 15 | -9 | 101 | 5 | -3.2 | -6 | 18
- Nc1ccn([C@@H]2O[C@H](CNCC3=CCOc4ccc(O)cc43)[C@@H](O)[C@H]2O)c(=O)n1
 : -4 | nt | -1 | nt | 0 | 98 | -6 | nt | nt | nt
- Cc1ccc(-n2c(Cl)c(Cl)nc(Cl)c2=O)cc1
 : 3 | -1 | 3 | 4 | 10 | 94 | -4 | -3.1 | 1 | 21
- COc1ccc(-n2c(C)cc(/C=C3/SC(=O)N(CC(=O)N4CCOCC4)C3=O)c2C)cc1
 : 1 | 8 | 0 | -20 | -3 | 98 | -9 | -0.7 | -9 | 4
- CC(NC(=O)CCC(=O)c1ccccc1)c1ccc(F)cc1 (stereo unspecified)
 : 1 | -2 | 0 | 6 | 3 | 105 | -3 | -2.6 | 0 | 13
- CNNC(=S)NCCC1=CCCCC1
 : -2 | 0 | 0 | -26 | -8 | 114 | -8 | -0.4 | -4 | 2
- CCC(CO)Oc1cc(NCc2ccc(O)cc2)c2ncn(C(C)C)c2c1 (stereo unspecified)
 : 0 | 13 | -2 | -34 | -13 | 101 | -18 | -0.2 | -7 | 1
- Cn1c(SCC(=O)NCC2CCCO2)nc2scc(-c3ccccc3)c2c1=O (stereo unspecified)
 : 2 | -3 | -6 | 7 | 4 | nt | 2 | -1.4 | -2 | 6
- OCCN(Cc1ccccc1)C(=S)Nc1ccc(Cl)cc1Cl
 : -3 | -2 | -4 | 16 | -2 | 94 | 16 | 2.0 | -5 | -10
- CCOc1ccccc1N1CCN(C(=O)c2ccc3[nH]c4c(c3c2)CCCC4)CC1
 : 2 | 3 | 1 | -24 | -7 | 103 | -10 | 2.8 | -2 | -15
- c1ccc(-c2nc(N3CCN(c4ccccc4)CC3)nc(-n3ccnc3)n2)cc1
 : -4 | 4 | 3 | -10 | -7 | 104 | -6 | 1.1 | 46 | -5
- COc1cc(NS(=O)(=O)c2c(C)[nH]c(C)c2C(=O)N2CCCC2)cc(OC)c1OC
 : -1 | -3 | -6 | 14 | 10 | 103 | -1 | -1.7 | 10 | 9
- O=C(CSc1nnnn1-c1ccccc1)Nc1ccc(Cl)cc1
 : -2 | 1 | 0 | 9 | -14 | nt | -4 | 1.0 | -1 | -5
- O=C(Cc1ccc(Br)cc1)NCCc1ccc(Cl)cc1Cl
 : -17 | 16* | -3 | 4 | 2 | 106 | 8 | 2.1 | 20 | -9
- C[C@H](O)C#Cc1ccc2c(c1)O[C@@H](CN(C)Cc1ccc(-c3ccccc3)cc1)[C@H](C)CN([C@@H](C)CO)S2(=O)=O
 : -3 | nt | -5 | nt | -22 | 110 | -10 | nt | nt | nt
- COc1ccc(/C=N/NC(=O)c2cc3cc(OC)c(OC)cc3[nH]2)cc1
 : -5 | 2 | -2 | -9 | 0 | 93 | -10 | -3.6 | 13 | 16
- C=CCOc1c(Br)cc(CNCCCN2CCOCC2)cc1OC
 : -2 | 6 | 5 | -19 | -4 | 101 | 6 | -0.2 | 8 | 1
- COc1ccc(CN2C(=O)C(CC(=O)NCCN3CCOCC3)CC(C(=O)N3CCOCC3)=C2C)cc1 (stereo unspecified)
 : 1 | nt | -1 | nt | 4 | 100 | -3 | nt | nt | nt

Results in PKA-R1A act, for some of the entries so far:
Structure | PKA-R1A act
Cc1ccc(-n2c(Cl)c(Cl)nc(Cl)c2=O)cc1 | 10
COc1ccc(-n2c(C)cc(/C=C3/SC(=O)N(CC(=O)N4CCOCC4)C3=O)c2C)cc1 | -3

Later entries:
Each structure is followed by: DAGLB inh | HTR5A ag ctr | V-ATPase pH | HTR5A inv ag | PKA-R1A act | Pemphigus Ab inh | PKA-R2B activ | OPRM1-OPRD1 ag | Arrestin-AP2 inh | OPRM1-OPRD1 inv
- Cc1ccc(S(=O)(=O)N2CCN(C(=O)COC(=O)CC(C)c3ccccc3)CC2)c(C)c1 (stereo unspecified)
 : -11 | 2 | -4 | 19 | -8 | 104 | 0 | -0.5 | -3 | 3
- COc1ccc(CCN(Cc2cccs2)S(=O)(=O)c2ccc(S(=O)(=O)N(C)C3CCCCC3)cc2)cc1OC
 : -4 | 5 | -1 | -36 | -14 | 98 | -2 | -2.6 | -1 | 12
- CC(C)OCCCN1CN(S(=O)(=O)c2ccc(Cl)cc2)c2nc3ccccc3nc21
 : 1 | -5 | 0 | -25 | -20 | 101 | -14 | 0.1 | 1 | 0
- C[C@@H]1CN([C@@H](C)CO)C(=O)CCCn2nncc2CO[C@@H]1CN(C)C(=O)Nc1ccc(N2CCCCC2)cc1
 : -4 | nt | 0 | nt | -1 | 109 | -1 | nt | nt | nt
- O=C(CN1CCCCC1)Nc1ccccc1Cl
 : -2 | 0 | -6 | 2 | 0 | 102 | -9 | 4.0 | -2 | -22
- N#Cc1c(N)nc2c(c1N)CC(COc1ccccc1)O2 (stereo unspecified)
 : 3 | 1 | 7 | -2 | 0 | nt | -11 | -2.2 | -2 | 9
- Cn1c(Cn2nnc(-c3ccccc3)n2)nnc1SCc1ccccc1Cl
 : -6 | 1 | -3 | -19 | -7 | nt | -6 | -1.0 | 40 | 6
- Cc1ccc(C(=O)NC(=S)Nc2cccc(NC(=O)c3ccccc3Cl)c2)cc1[N+](=O)[O-]
 : -5 | -5 | -1 | 13 | -4 | 99 | -2 | -2.1 | 36 | 11
- CC(C)OC(=O)NC(c1ccccc1)C(Cl)(Cl)Cl (stereo unspecified)
 : -5 | 3 | -7 | -21 | -5 | 106 | 3 | 3.1 | 9 | -21
- CCCCn1c2c(c(=O)n(C)c1=O)C(CC(=O)OCC(=O)Nc1cccc(C(F)(F)F)c1)C(=O)N2 (stereo unspecified)
 : 6 | 0 | 0 | 5 | -5 | 107 | -1 | -4.8 | -1 | 20
- CCOc1ccc(CN2CCN(C3CCSCC3)CC2CCO)cc1 (stereo unspecified)
 : 1 | 0 | 1 | -14 | -3 | 107 | -5 | 2.2 | 1 | -11
- Cc1ccc(CS(=O)Cc2ccc(C(=O)NCc3ccc(OC(C)C)cc3)o2)cc1 (stereo unspecified)
 : 1 | 0 | 2 | 18 | 5 | nt | -6 | -2.0 | 7 | 10
- Cc1cc(C(C)(C)C)cc(C)c1CCNC(=O)c1c(C)noc1C
 : -2 | 12 | 2 | -10 | -2 | 100 | 0 | 0.5 | -5 | -3
- O=C(CC(O)(c1ccccc1)C(F)(F)F)c1cccs1 (stereo unspecified)
 : -1 | -2 | 0 | -10 | -1 | 102 | 9 | -0.8 | -1 | 5
- NC(=O)C1CCN(c2cc(Cl)ccc2[N+](=O)[O-])CC1
 : 0 | 0 | 3 | -8 | 0 | nt | 13 | -1.1 | -2 | 6
- CN(C)c1ccc(N=Nc2ccccc2C(=O)OCC(=O)N2CCCCCC2)cc1
 : 27 | -1 | -1 | 18 | 0 | 95 | -1 | -1.8 | 17 | 10
- O=S(=O)(c1cnc(Cl)c(Br)c1)N1CCc2ccccc21
 : -2 | 2 | 0 | -5 | 1 | 107 | -8 | 6.8 | 3 | -37
- COc1ccc(CN(C(=O)c2ccc(CN3CCOCC3)o2)C(C(=O)NCC2CCCO2)c2ccc(F)cc2)cc1 (stereo unspecified)
 : -2 | 1 | 0 | -3 | -1 | 99 | -6 | -1.8 | 22 | 9
- COc1cc(NC(=O)c2cccc([N+](=O)[O-])c2)ccc1NC(=O)c1ccco1
 : 0 | 2 | -1 | -7 | -3 | 92 | -1 | -0.3 | 7 | 2
- COc1cc(NC(=O)c2ccccc2)ccc1NC(=O)Cc1ccccc1
 : 0 | -1 | 4 | 4 | -3 | 130 | 2 | -1.7 | 36 | 8
- CCC(C(=O)O)N1C(=O)/C(=C/c2cccn2C)SC1=S (stereo unspecified)
 : 3 | 0 | 1 | 1 | -1 | 102 | -5 | -1.3 | 29 | 8
- N/C(=N\NS(=O)(=O)c1ccccc1)c1ccccn1
 : -3 | -4 | 0 | -9 | -2 | 104 | -3 | -1.9 | 11 | 9
- COc1ccc(CN2C(=O)c3ccccc3C2=O)cc1C(=O)OC(C)C(=O)NC(N)=O (stereo unspecified)
 : -1 | 0 | -3 | 1 | -3 | 108 | -15 | 0.4 | 12 | -3
- O=C(NCC(=O)N(c1cccc(F)c1)C(C(=O)NC1CCCC1)c1cccnc1)c1ccco1 (stereo unspecified)
 : -5 | 1 | -5 | -1 | -2 | nt | -4 | -2.1 | 35 | 13
